ELG1 genotoxic = inducers of genotoxicity in HEK293T ELG1-luciferase cells | HEK293T ELG1-luciferase reporter, luminescence, 16 h | Potency, µM (series often up to 46 µM), for the others: at the top dose activity change, positive = activation, usual class: activators | hit rate 1.3% among 330,000; further: % of control where 0% means no effect; nearly all actives have a fitted effect of over 60% in size
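Screening used a luciferase reporter fused to human ELG1 in HEK293T cells. Luminescence was read on a CCD plate imager after 16 hr exposure and 30 min ONE-Glo incubation.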
FLuc counter = counter-screen for miR-21 project: firefly luciferase inhibitors or activators | P08659 | purified FLuc, Km substrates, luminescence inhibition | Potency, µM (titrated, usually from 57.5 µM), without a hit: top-dose activity change, negative = inhibition, hits mostly inhibitors | hit rate 6.9% among 360,000;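 further: plate controls were vehicle for no effect and reference inhibitor for full effect; nearly all actives have a fitted effect of over 55% in size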
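Purified P. pyralis luciferase, 10 nM final, with Km-level 10 uM D-luciferin and 10 uM ATP in 50 mM Tris acetate pH 7.5, 10 mM Mg acetate, 0.01% Tween-20, 0.05% BSA; 6-point qHTS titration about 60 µM downward; luminescence read.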
BRCA1 expr act = increases BRCA1 expression. MCF7-BRCA1-FFLuc reporter, luminescence, 48 h; response scale: scaled: vehicle 0%, 10 µM genistein 100%. Potency, µM (titrated, usually from 46.1 µM), for the others: at the top dose activation, most hits filed as activators. hit rate 1.1% among 380,000. AID 624202; further: nearly all actives have a fitted effect of over 80% in size; some results filed as inactive show a strong effect at the top dose
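Using MCF7 cells harboring a BRCA1 firefly luciferase reporter, plated 2 h before compound pinning, the screen measured luminescence after 48 h incubation. Responses were normalized to DMSO and 10 microM genistein, then fitted for concentration-effect.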
NPC1 prom act = NPC1 promoter activation. Huh7 NPC1 promoter luciferase reporter, 24 h. Potency, µM (titrated, usually from 9.22 µM), for inactives: at the highest dose activation, actives largely listed as activators. hit rate 2.4% among 320,000. AID 485313;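 further: % of control where 0% means no effect; nearly all actives have a fitted effect of over 60% in size; reporter is driven by a mutant NPC1 promoter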
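Stably transfected Huh7 (NPC1 promoter→luciferase), 1500 cells/well in Opti-MEM + 10% FBS, 2 h settle, then compound 24 h at 37 °C. Luminescence after 10 min with Amplite reagent.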
p53 reactivator = restores transcriptional activity of mutant p53; hit rate 0.063% among 320,000; Potency, µM (titrated, usually from 92.2 µM), for the others: at the highest dose activity change, positive = activation, most hits filed as activators; H1299 p53-A138V BP100-luciferase reporter, luminescence, 24 h; further: % of control where 0% means no effect; nearly all actives have a fitted effect of over 45% in size
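H1299 (p53-null), stable ts p53-A138V + BP100-Luc; 1000 cells/well, Opti-MEM/10% FBS; cpd 4 pt, 1:5; 24 h, 37 deg C, 5% CO2; detection reagent 10 min RT; luminescence.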
RORgamma inh = ROR gamma (mouse) transcription inhibition | Drosophila S2 Gal4-RORgamma UAS-luciferase reporter, 20 h | Potency, µM (highest dose often 53.6 µM), inactives show at the highest dose activity change, negative = inhibition, actives largely listed as inhibitors | hit rate 5.4% among 310,000 | P51450; further: on the % scale 0 is the no-effect control and ±100 the full control effect; nearly all actives have a fitted effect of over 60% in size
Target sequence (P51450 whole entry, looked up, the tested form may be a part): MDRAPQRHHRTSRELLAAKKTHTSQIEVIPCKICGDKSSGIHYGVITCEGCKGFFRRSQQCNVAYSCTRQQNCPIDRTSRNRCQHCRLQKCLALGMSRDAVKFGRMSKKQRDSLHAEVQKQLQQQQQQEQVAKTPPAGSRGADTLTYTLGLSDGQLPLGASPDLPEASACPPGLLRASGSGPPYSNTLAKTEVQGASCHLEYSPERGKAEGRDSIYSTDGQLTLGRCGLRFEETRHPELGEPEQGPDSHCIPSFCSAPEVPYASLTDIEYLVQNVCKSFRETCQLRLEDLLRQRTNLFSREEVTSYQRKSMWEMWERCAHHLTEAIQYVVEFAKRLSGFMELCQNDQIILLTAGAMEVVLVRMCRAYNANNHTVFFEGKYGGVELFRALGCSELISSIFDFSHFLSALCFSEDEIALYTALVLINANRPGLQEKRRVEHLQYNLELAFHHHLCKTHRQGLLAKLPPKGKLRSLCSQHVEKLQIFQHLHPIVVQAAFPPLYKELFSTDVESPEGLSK
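Luminescence from a UAS-regulated Photinus luciferase reporter in stably transfected Drosophila Schneider cells is measured; decreased signal marks ROR gamma inhibition. Fusion expression is induced by 700 uM copper sulfate for 20 hr.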
Rab9 prom act = activates the Rab9 promoter | Huh7 Rab9 promoter-luciferase reporter, luminescence, 24 h | Potency, µM (highest dose often 9.22 µM), for inactives: at the highest dose activation, negative = inhibition, actives largely listed as activators | hit rate 2.8% among 320,000; further: % of control where 0% means no effect; nearly all actives have a fitted effect of over 60% in size
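Huh7 cells stably carrying a Rab9 promoter-luciferase reporter, 1500 cells per well in OP-MEM I with 10% FBS, treated with compound 24 hours at 37C. Luciferase activity read by luminescence after 10 minutes with Amplite reagent.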
VP16 counter = Gal4-VP16 reporter inhibition counter-screen | AID 2546 | Drosophila S2 Gal4-VP16 UAS-luciferase, luminescence, 20 h | Potency, µM (highest dose often 53.6 µM), without a hit: at the top dose activity, negative = inhibition, usual class: inhibitors | hit rate 3.5% among 310,000;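 further: Gal4-VP16 expression switched on by copper sulfate through the metallothionein promoter; on the % scale 0 is the no-effect control and ±100 the full control effect; nearly all actives have a fitted effect of over 50% in size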
MBNL1 CUG block = MBNL1-poly(CUG) RNA binding inhibition. Potency, µM (doses to about 57.5 µM), inactives show at the highest dose activity change, negative = inhibition, usual class: inhibitors. AID 2675. TR-FRET MBNL1-His/biotin-(CUG)12 binding, 665/545 ratio. hit rate 0.036% among 280,000; active means well fitted inhibition curve with a large enough effect in the signal ratio, with a control signal flat, not every such curve was filed as active; inconclusive means small, poorly fitted or top-dose-only effect, or effect the other way, or a change in a side signal; inactive means no such curve, though single readings can be large or run the other way; the % refers to the signal ratio; further: on the % scale 0 is the no-effect control and ±100 the full control effect
Target sequence (Q9NR56 whole entry, looked up): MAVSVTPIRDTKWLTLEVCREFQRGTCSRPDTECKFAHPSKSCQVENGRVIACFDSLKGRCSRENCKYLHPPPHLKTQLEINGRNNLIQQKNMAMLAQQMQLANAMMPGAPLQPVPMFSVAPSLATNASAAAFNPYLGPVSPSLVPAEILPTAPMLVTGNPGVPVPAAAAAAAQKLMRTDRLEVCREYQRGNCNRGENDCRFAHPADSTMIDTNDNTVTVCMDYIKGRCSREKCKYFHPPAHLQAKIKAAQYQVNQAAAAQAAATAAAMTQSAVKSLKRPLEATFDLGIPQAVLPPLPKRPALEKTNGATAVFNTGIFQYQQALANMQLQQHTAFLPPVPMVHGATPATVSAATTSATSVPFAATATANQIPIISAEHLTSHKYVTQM
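TR-FRET readout: Ex 340 nm, 665/545 nm emission ratio, normalized to buffer-only (basal) and MBNL1-(CUG)12 controls. Complex of MBNL1-His with Biotin-(CUG)12, compounds 92 nM–58 uM, incubated 60 min at room temperature.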
uPA surface inh = cell surface uPA generation inhibition | cell surface uPA generation assay, qHTS | AID 540303 | hit rate 0.31% among 330,000 | Potency, µM (doses to about 38.3 µM), inactives show at the highest dose activity change, negative = inhibition, hits mostly inhibitors; active means well fitted inhibition curve with a large enough effect; inconclusive means small, poorly fitted or top-dose-only effect; inactive means no such curve, though single readings can be large or run the other way; tested in mouse RAW 264.7 cells; further: on the % scale 0 is the no-effect control and ±100 the full control effect; nearly all actives have a fitted effect of over 55% in size
The depositor's hits bear a star; ? = inconclusive; . = no result given; & = joins results of further samples; [ ] = dose if it differs, or a comment. Unless noted, the call rests on the fitted dose curve; in most records, active means well fitted curve in the direction sought with a large enough effect; inconclusive means small, poorly fitted or top-dose-only effect, or another doubt; inactive means no such curve, though single readings can be large; an effect the other way counts as inactive or inconclusive. Potency means the concentration at half of the fitted maximal effect.

SMILES	ELG1 genotoxic	FLuc counter	BRCA1 expr act	NPC1 prom act	p53 reactivator	RORgamma inh	Rab9 prom act	VP16 counter	MBNL1 CUG block	uPA surface inh
CCCCC1=CC2=CC(=O)C(C)(OC(=O)CC)C(=O)C2=CN1c1ccccc1 (stereo not drawn)	-1%	-2%	0%	0%	1%	7%	-12%	1%	17%	20%
Cc1nc2ccccc2n1S(=O)(=O)c1ccc(F)cc1	-2%[9.26 µM]	-1%	13%	-4%	3%	-14%	-2%	-5%	-9%	18%
CCOc1ccc(-c2cn(CCC#N)cn2)cc1	15%	-16%	35%	-2%	4%	5%	3%	22%	0%	4%
CCn1c(NCCO)nc2c(c1=O)C(C)(CC)Cc1ccccc1-2 (stereo not drawn)	-10%	-1%	-23%	-5%	-5%	17%	-12%	-16%	20%	5%
CCCCCC(=O)OC(CN1CCCCCC1)CN1CCCC1=O (stereo not drawn)	0%	-1%	5%	-2%	-1%	14%	-3%	-5%	-7%	12%
O=C(NCCN1C(=O)S/C(=C\c2ccc(OC(F)F)cc2)C1=O)[C@@H]1CCCN1C(=O)c1cccs1	-1%	3%	-12%	1%	-16%	-8%	3%	5%	24%	-1%
NC(=O)CSc1oc(-c2ccco2)nc1S(=O)(=O)c1ccc(Br)cc1	-4%	-2%&-8%	0%	-1%	-9%	-3%	-4%	-1%	11%	-6%
Cc1ccc(S(=O)(=O)NCc2ccncc2)cc1C	-1%	-2%	-32%	-36%[inhibitor]	-5%	11µM*	-49%[inhibitor]	4µM*	8%	-5%
COc1ccc(CNC(=O)CN(C(=O)c2csnn2)c2ccc(F)cc2)cc1	1%	3%	6%	0%	6%	17%	12%	3%	-5%	4%
O=C(C1=C[C@H](C2CCCCC2)C[C@H](OCCCCO)O1)N1CCOCC1	-2%	-3%	14%	-3%	-3%	26%	0%	-2%	5%	1%
O=C(O)Cc1ccc(NC(=O)Nc2cccc3ccccc23)cc1	0%	-16%	-26%	-5%	7%	-15%	0%	5%	4%	2%
O=C(c1ccc(NC(=O)C2(c3ccccc3)CCCC2)cc1)N1CCOCC1	-5%	-3%	-37%	-1%	-2%	?	-1%	1%	1%	12%
C=CCNC(=S)N/N=C/c1ccc(C)c([N+](=O)[O-])c1	0%	-16%	-17%	-2%	9%	1.1µM*	0%	4.5µM*	10%[11.5 µM]	3%
COc1ccc(N2C3=[N+](CCCC3)CC2(C)O)cc1 (stereo not drawn)	-7%	-2%	-68%	-4%	1%	-5%	-1%	-10%	2%	.
O=S(=O)(Nc1ccc(-c2ccc3nncn3n2)cc1)c1cccs1	5%	-1%	13%	-3%	27%	.	-2%	.	.	-3%
CCO[C@H]1OC(C(=O)NCc2ccccc2)=C[C@@H](c2ccc(Br)cc2)[C@@H]1CCCO	-6%	1%	-24%	4%	-3%	?	5%	-5%	-1%	8%
CC1CCCC(NC(=O)COC(=O)c2c[nH]c(=O)[nH]c2=O)C1C (stereo not drawn)	0%	-1%	2%	-4%	3%	1%	14%	-7%	1%	4%
O=C(C1CCC(Cn2c(=S)[nH]c3ccccc3c2=O)CC1)N1CCN(c2ccccn2)CC1 (stereo not drawn)	-20%	7%	-45%	-6%	-1%	5.6µM*	-8%	?	-8%	2%
COc1ccc(-c2noc(CCCC(=O)NC3CCCC3)n2)cc1OC	-5%	1%	-82%[inhibitor]	1%	-14%	-10%	-5%	6%	4%	7%
CCOC(=O)C(=N/O)/C(C)=N/NC(C)=O	3%	-4%	0%	0%	0%	-42%	-6%	6%[10 µM]	1%	3%
COc1ccc(CN2CCCCC2C(=O)Nc2ccc(OC)c(OC)c2)cc1OC (stereo not drawn)	1%	2%	3%	-5%	-5%	-2%	2%	6%	-10%	0%
NS(=O)(=O)c1ccc(CCNC(=O)c2cc3ccccc3s2)cc1	10%	-1%	-13%	-1%	-1%	-41%	-1%	-15%	257%[activator]	-1%
Cc1noc(C)c1COc1cccc(C(=O)Nc2ccc(Br)cc2F)c1	8%	.	-59%	.	-1%	.	.	.	.	-9%
CC1CCCN(S(=O)(=O)c2ccc(C(=O)Nc3nnc(C4CC4)o3)cc2)C1 (stereo not drawn)	-14%	4%	-28%	-2%	?	0.22µM*	0%	1µM*	-19%	-11%
COCC(=O)N(Cc1cc2ccc(C)cc2[nH]c1=O)c1cccc(C)c1	0%	-2%	0%	-6%	.	.	-2%	.	-3%	10%

Next part
SMILES	ELG1 genotoxic	FLuc counter	BRCA1 expr act	NPC1 prom act	p53 reactivator	RORgamma inh	Rab9 prom act	VP16 counter	MBNL1 CUG block	uPA surface inh
COc1ccc([C@H]2CC(=O)C=C(c3ccc4c(c3)OCCO4)C2)cc1	6%	?	71%	0%	10%	.	-3%	.	.	-9%
N#CC1(NC(=O)COC(=O)CNC(=O)c2sc3ccccc3c2Cl)CCCCC1	3%	?	29%	-3%	11%	.	-3%	.	.	2%
O=C(O)c1sccc1S(=O)(=O)c1ccccc1	0%	-1%	14%	-4%	1%	14%[10 µM]	-9%	1%	-5%	5%
Cc1nc2c(-c3ccc(F)cc3)c(C)nn2c(C)c1CCC(=O)NC(C)CCc1ccco1 (stereo not drawn)	2%	6%	-49%	0%	-14%	14%	-3%	-7%	-2%	?
CCOC(=O)N1CCC(NS(=O)(=O)c2ccccc2)CC1	0%	6%	-7%	0%	-5%	?	1%	13%	-2%	1%
c1ccc(CSc2ncccn2)cc1	13%	-13%	32%	0%	5%	1%	-3%	-8%	4%	5%
N=c1c2c(n(Cc3ccc([N+](=O)[O-])cc3)c3c1CCC3)CCCC2	-11%	2%	0%	-7%	9%	13%	-6%	-6%	?	-12%
CCn1ncc(C(=O)Nc2cc(C)on2)c1C	8%	?	33%	29%	14%	-6%	?	11%	-13%	.
COc1ccc(C(C)=O)cc1COC(=O)c1ccc2c(c1)OCO2	-4%	5%	-1%	0%	9%	-5%	-3%	3%	5%	0%
Cc1ccc(CNC(=O)C2CCCN(S(C)(=O)=O)C2)cc1 (stereo not drawn)	0%	1%	0%	-1%	1%	4%	-9%	-4%	-14%	10%
Cc1ccc(NC(=O)N2CCC(c3nc4c(nnn4Cc4cccc(Cl)c4)c(=O)[nH]3)CC2)cc1	-8%	1%	-43%	-1%	-24%	-14%	-5%	-17%	2%	.
COCCn1c(=S)[nH]c2cc(C(=O)N3CC(C)CC(C)C3)ccc2c1=O (stereo not drawn)	-8%	2%	-20%	-5%	1%	11µM*	-3%	?	1%	1%
CCOC(=O)Cc1csc(NC(=O)c2cccc(N3C(=O)CCC3=O)c2)n1	1%	-15%	1%	-1%	-8%	-9%	19%	-3%	5%	-8%
O=C(/C=C/c1cccc(Cl)c1)NCc1ccncc1	1%	-1%	-25%	1%	-11%	0%	-9%	5%	2%	-2%
COc1ccc(NC(=O)Nc2ccc(Br)c(C)c2)cc1	12%	?	11µM*	?	1%	21%	?	20%	-2%	-4%
Cc1cccc(NC(=O)CN2C(=O)S/C(=C\c3cc(C)n(C)c3C)C2=O)c1	1%	-6%	-4%	2%	-7%	?	4%	?	.	5%
O=C(CSc1nncn1-c1ccccc1)Nc1ccccc1F	-1%	1%	52%	7%	-5%	31%	8%	-3%	-5%	0%
O=C(COn1nnc2ccc(Cl)cc21)Nc1ccc(F)cc1	-1%	-4%	-10%	-5%	4%	31%	-4%	-6%[10 µM]	0%	6%
CCOc1cccc(-c2nc3cc(C)ccc3o2)c1	?	0.95µM*	54%	13%	.	?	?	?	-8%	0%
O=C(c1cn(Cc2ccccc2)nc1-c1cccnc1)N1CCc2ccccc2C1	2%	-2%	-26%	0%	0%	.	-2%	.	.	-1%
COc1ccc(/C=C2\C(=O)ON=C2c2cccc([N+](=O)[O-])c2)cc1	1%	24µM*	.	-4%	4%	5%	-3%	4%	17%	.
CC1CCCCC1NC(=O)CCC(=O)N1CCOc2ccc(Cl)cc21 (stereo not drawn)	7%	3%	-2%	0%	1%	43%	-9%	-9%	-10%	-1%
CC(=O)NC(=S)NNC(=O)C(c1ccccc1)c1ccccc1	-5%	0%	-40%	-1%	-6%	6.3µM*	1%	-6%	-2%	-2%
O=C(NCCCO)/C(=C\c1cn(-c2ccccc2)nc1-c1cccnc1)NC(=O)c1ccccc1	-3%	2%	-1%	0%	-8%	17%	-5%	-7%	18%	-15%
CCOC(=O)c1c(C)c(C(=O)NCCc2ccccc2)c(C)n1C	?	?	10µM*	?	19%	9%	3.5µM*	8%	-1%	13%
Cc1nnc2c(NC(C)C)nc3ccccc3n12	11%	7%	-48%	0%	-2%	?	-6%	0%	-7%	-11%
CC12C=CC3(O1)C(C(=O)N(c1ccccc1)C3C(=O)NC1CCCC1)C2C(N)=O (stereo not drawn)	1%	6%	9%	-2%	-2%	3%	-4%	-8%	6%	2%

Three compounds out of the list, ordered by heavy-atom count, lowest first.
SMILES	ELG1 genotoxic	FLuc counter	BRCA1 expr act	NPC1 prom act	p53 reactivator	RORgamma inh	Rab9 prom act	VP16 counter	MBNL1 CUG block	uPA surface inh
N=c1c2c(n(Cc3ccc([N+](=O)[O-])cc3)c3c1CCC3)CCCC2	-11%	2%	0%	-7%	9%	13%	-6%	-6%	?	-12%
COc1ccc([C@H]2CC(=O)C=C(c3ccc4c(c3)OCCO4)C2)cc1	6%	?	71%	0%	10%	.	-3%	.	.	-9%
COCCn1c(=S)[nH]c2cc(C(=O)N3CC(C)CC(C)C3)ccc2c1=O (stereo not drawn)	-8%	2%	-20%	-5%	1%	11µM*	-3%	?	1%	1%
